# Screening data from PubChem BioAssay.
# FEN1 inh – qHTS Assay for the Inhibitors of Human Flap endonuclease 1 (FEN1); P39748; Recombinant FEN1 flap cleavage, fluorescence, 15 min; Potency, µM (titrated, usually from 114 µM), for the others: top-dose activity change, negative = inhibition, most hits filed as inhibitors; 390,000 compounds, 0.35% hits; AID 588795, 2011; further: nearly all actives have a fitted effect of over 65% in size
# Target sequence (P39748 whole entry, looked up): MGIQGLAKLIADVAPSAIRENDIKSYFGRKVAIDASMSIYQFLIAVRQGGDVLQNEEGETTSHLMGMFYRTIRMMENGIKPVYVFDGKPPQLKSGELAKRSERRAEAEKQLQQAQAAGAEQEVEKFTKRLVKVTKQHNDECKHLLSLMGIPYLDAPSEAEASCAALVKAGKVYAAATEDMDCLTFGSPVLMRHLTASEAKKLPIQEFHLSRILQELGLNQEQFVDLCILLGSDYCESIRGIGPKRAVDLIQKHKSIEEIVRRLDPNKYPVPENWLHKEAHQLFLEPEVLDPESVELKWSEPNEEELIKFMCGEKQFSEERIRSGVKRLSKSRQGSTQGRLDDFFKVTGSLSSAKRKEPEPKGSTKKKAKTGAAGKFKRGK
#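 Potency values derive from four-parameter Hill fits of normalized qHTS data. The reaction used 10 nM FEN1 preincubated 15 min at room temperature with compound, then 50 nM DNA substrate, read at 0 and 15 min.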
# N370S GC – qHTS Assay for Inhibitors and Activators of N370S glucocerebrosidase as a Potential Chaperone Treatment of Gaucher Disease; N370S GC spleen homogenate, 4MU-glucoside fluorescence; Potency, µM (titrated, usually from 59.4 µM), without a hit: at the highest dose activity change, negative = inhibition, most hits filed as inhibitors; 330,000 compounds, 0.092% hits; AID 2101, 2009;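 further: 0% = full enzyme activity and -100% = no enzyme basal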
# TDP1 inh – qHTS Assay for Inhibitors of Tyrosyl-DNA Phosphodiesterase (TDP1). 350,000 compounds, 0.28% hits. Potency, µM (titrated, usually from 130 µM), without a hit: at the highest dose activity change, negative = inhibition, hits mostly inhibitors. Tyrosyl-DNA phosphodiesterase 1 (Homo sapiens), Q9NUW8. AID 485290, 2010. recombinant TDP1, AlphaScreen DNA substrate cleavage; further: nearly all actives have a fitted effect of over 40% in size
# Target sequence (Q9NUW8 whole entry, looked up): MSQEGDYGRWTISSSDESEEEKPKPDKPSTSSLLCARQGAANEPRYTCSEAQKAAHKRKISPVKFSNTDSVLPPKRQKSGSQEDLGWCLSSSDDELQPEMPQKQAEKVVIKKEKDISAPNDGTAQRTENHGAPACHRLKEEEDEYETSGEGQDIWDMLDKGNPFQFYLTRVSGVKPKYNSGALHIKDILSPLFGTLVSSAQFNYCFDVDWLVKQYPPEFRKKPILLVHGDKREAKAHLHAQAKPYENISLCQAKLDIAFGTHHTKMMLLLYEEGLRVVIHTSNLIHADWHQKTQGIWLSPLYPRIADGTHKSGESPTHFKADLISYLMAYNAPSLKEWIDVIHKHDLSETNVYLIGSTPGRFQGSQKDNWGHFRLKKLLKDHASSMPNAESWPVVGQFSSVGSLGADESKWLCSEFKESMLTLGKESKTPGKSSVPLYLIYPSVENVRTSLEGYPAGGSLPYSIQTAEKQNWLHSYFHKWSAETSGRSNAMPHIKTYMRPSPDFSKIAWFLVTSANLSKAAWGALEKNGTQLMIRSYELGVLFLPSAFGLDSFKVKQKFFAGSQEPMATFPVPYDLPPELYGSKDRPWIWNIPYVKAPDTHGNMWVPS
#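 E. coli-derived human Tdp1, 1 nM final. Cpd preinc 15 min RT; substrate 15 nM final, 5 min RT; AS bead mix 10 ug/ml final, 10 min RT. Signal loss = tyrosine-FITC cleavage. No-enzyme wells = max signal.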
# Numbers without * were called inactive; ? = inconclusive; nt = not tested or not shown; & = joins results of further samples; [ ] = remark or other dose. The call rests on the fitted dose curve; in most records, active means well fitted curve in the direction sought with a large enough effect; inconclusive means small, poorly fitted or top-dose-only effect, or another doubt; inactive means no such curve, though single readings can be large; an effect the other way counts as inactive or inconclusive. Unless noted, on the % scale 0 is the no-effect control and ±100 the full control effect; potency means the concentration at half of the fitted maximal effect.
mol,FEN1 inh,N370S GC,TDP1 inh
Cn1c(-c2ccc(C=O)s2)nc2ccccc21,2.0%,15.0%,5.3%
CN1CCN(C(CNS(=O)(=O)c2ccc([N+](=O)[O-])cc2)c2ccc(F)cc2)CC1 (stereo not given),6.3%,-5.7%,-3.6%
O=C(CSc1ncnc2sccc12)Nc1ccccc1,-5.0%,4.2%,-10.0%
CCn1c(SCC(=O)N(C(C)C)C(C)C)nnc1-c1cc2ccccc2cc1O,-11.6%,-6.9%,?
Cn1c(=O)oc2cc(S(=O)(=O)N3CCCc4ccccc43)ccc21,5.6%,5.8%,4.9%
CSc1sc(C(=O)Nc2ccc(F)cc2F)c2c1C=CCC2,12.5%,4.0%,nt
Cc1ccc(C)c(NC(=O)CCN2C(=O)c3ccccc3Sc3ncccc32)c1,10.9%,nt,0.0%
COc1cc(O)c(C(CC(=O)N2CCCC(C)C2)c2ccc3c(c2)OCO3)c(OC)c1 (stereo not given),-25.1%&9.9%,-2.2%&14.6%,13.2%&5.9%
O=C(NCC(=O)N(Cc1ccccc1)C(C(=O)NC1CCCC1)c1cccnc1)c1ccco1 (stereo not given),7.7%,0.4%,-2.2%
COc1ccc(NC(=O)NNC(=O)CCc2ccc(O)c(O)c2)cc1OC,-2.2%,-10.1%,1.8%
Cc1ccc(-n2cccc2C(=S)N=P(N(C)C)(N(C)C)N(C)C)cc1,0.4%,-1.6%,5.1%
CC(C)n1cc(CN2CCCC(CO)(Cc3cccc(Cl)c3)C2)cn1 (stereo not given),15.8%,-4.3%,5.4%
O=C(CNC(=S)N(CCCN1CCOCC1)Cc1cccs1)NC1CCCCC1,3.0%,?,0.0%
Cc1ccc(C(=O)Nc2ccccn2)cc1S(=O)(=O)N1CCOCC1,-14.4%,-14.4%,-0.7%
CSc1ccc(CCNC(=O)Cn2ncc3c(=O)oc4ccccc4c32)cc1,2.5%,nt,3.8%
Cc1c(NC(=O)c2sc3ccccc3c2Cl)cccc1-c1nc2ccccc2o1,0.5%,nt,3.1%[12.3 µM]
CC(=O)c1ccc(NC(=O)CSc2nnc(Cn3c(=O)sc4ccccc43)n2C)cc1,1.2%,-3.3%,2.6%
CC(C)c1cc(C(=O)N/N=C/c2ccco2)n[nH]1,0.8%,-4.9%,4.3%
CN1c2ccsc2/C(=N/Nc2ccccc2)CS1(=O)=O,-23.3%,-3.7%,?
Cc1cn2c(=O)cc(COc3cccc(NC(=O)c4ccc(C(C)(C)C)cc4)c3)nc2s1,-5.1%,nt,3.8%
COc1ccc(NC(=S)N(Cc2ccccn2)Cc2ccccc2Cl)cc1,-1.2%,17.3%,5.3%
CC(=O)Nc1ccc(NC(=O)c2ccc(COc3ccc(C)cc3)o2)cc1,1.4%,1.1%,nt
O=C(OCC(=O)N(Cc1ccccc1)Cc1ccccc1)c1ccccc1O,6.9%,nt,-5.2%
O=C(CN1C(=O)NC2(CCCC2)C1=O)Nc1nc2c(F)cc(F)cc2s1,0.5%,0.1%,nt
COc1ccc(C(C)NC(=O)C2CCCC2)cc1OC (stereo not given),12.9%,-7.2%,4.3%

# Entries of single compounds, looked up by structure. Order of screens: FEN1 inh, N370S GC, TDP1 inh
# Listed for `COc1ccc(NC(=O)NNC(=O)CCc2ccc(O)c(O)c2)cc1OC` = -2.2%, -10.1%, 1.8%
# Listed for `CN1c2ccsc2/C(=N/Nc2ccccc2)CS1(=O)=O` = -23.3%, -3.7%, ?

# Following part:
mol,FEN1 inh,N370S GC,TDP1 inh
C=CCOc1ccc(CNCc2cccnc2)cc1OCC,23.3%,7.1%,2.9%
NC1CCN(c2cccc(Cl)n2)CC1,nt,2.7%&5.4%&-7.5%,10.2%[56.1 µM]
O=C(c1ccncc1)N1N=C(c2ccc(Cl)cc2)CC1c1ccccc1O (stereo not given),-24.7%,-6.0%,0.1%
CC(=O)OCC1OC(c2ccc(C(C)=O)cc2)C=CC1OC(C)=O (stereo not given),nt,1.1%[12.8 µM],9.0%[21 µM]
Cc1ccc(C(=O)C[n+]2cccc3ccccc32)cc1,-1.1%,-7.0%,2.8%
Cc1ccc(-c2noc(CN3CCCCC3)n2)cc1,-6.1%,5.5%,2.0%
CC(C)n1cnc2c(NCc3ccccc3)cc(N[C@H](C)CO)cc21,?,nt,11.1%
CCCNC1=CC(=O)CC(C)(C)C1,-8.5%,13.4%,-2.5%
CN(C(=O)c1ccc(F)cc1)c1ccc(OCC(=O)Nc2ccccc2C(=O)O)cc1,0.1%,nt,-3.0%
COc1ccc(S(=O)(=O)CCC(=O)NCCc2ccc(C)cc2)cc1,2.3%,2.6%,-1.0%
CCOc1ccc(NC(=O)c2c(NC(=O)Cc3ccccc3)sc3c2CCC(C)C3)cc1 (stereo not given),-11.9%,nt,0.4%[12.3 µM]
O=S(=O)(O)c1ccc2c(c1)-c1nc-2nc2[nH]c(nc3nc(nc4[nH]c(n1)c1ccc(S(=O)(=O)O)cc41)-c1ccc(S(=O)(=O)O)cc1-3)c1ccc(S(=O)(=O)O)cc21,nt,-3.0%,0.1µM*
CCNC(=O)C1CC(=O)N(Cc2ccc3c(c2)OCO3)C(=Nc2ccc(F)cc2)S1 (stereo not given),-8.8%,-0.9%,-1.1%
CCOC(=O)CC1C(=O)NCCN1C(=S)NC(=O)c1ccccc1OC (stereo not given),-2.4%,-6.2%,0.8%
COc1ccc(N2CCN(C(=O)c3cc(-c4ccc(F)cc4)[nH]c3C)CC2)cc1,-19.5%,-10.0%,nt
OCCC1CN(Cc2nc(-c3ccccc3)cs2)CCN1CCc1ccccc1 (stereo not given),-7.6%,-4.8%,nt
O=C(NC1CCCC1)C(c1ccco1)N(C(=O)c1csnn1)c1ccccc1 (stereo not given),-13.4%,-5.8%,6.6%[0.0935 µM]
O=C1C2CCCN2C(c2ccccc2F)N1c1ccc(F)cc1 (stereo not given),-4.4%,8.4%,0.0%
COCC(=O)Nc1cccc(C(F)(F)F)c1,7.7%,-6.2%,1.1%
O=C(Nc1cccc2ccccc12)N1CCN(Cc2ccccc2)CC1,7.2%,3.7%,-2.1%
Nc1c(Cl)cc(-c2[nH]c3cc(C(=O)NCCO)ccc3c(=O)c2O)cc1Cl,17.8µM*,-5.5%,nt
CN(C(=O)C12CC3CC(CC(C3)C1)C2)C1CCS(=O)(=O)C1 (stereo not given),-7.6%,-1.1%,7.3%
CCCCn1nc2cc(C(=O)NCc3ccc(C(F)(F)F)cc3C(F)(F)F)ccc2c1OCC,-6.5%,1.4%,-1.0%
COc1ccc(C(=O)Nc2ccccc2C(=O)N/N=C/c2ccco2)cc1,-8.4%,1.6%,5.3%
CC(=O)N1CCc2cc(S(=O)(=O)CCC(=O)N3CCN(c4ccccc4)CC3)ccc21,-15.3%,2.2%,2.6%

# Four records picked at random from those above:
mol,FEN1 inh,N370S GC,TDP1 inh
C=CCOc1ccc(CNCc2cccnc2)cc1OCC,23.3%,7.1%,2.9%
Cn1c(=O)oc2cc(S(=O)(=O)N3CCCc4ccccc43)ccc21,5.6%,5.8%,4.9%
CC(=O)N1CCc2cc(S(=O)(=O)CCC(=O)N3CCN(c4ccccc4)CC3)ccc21,-15.3%,2.2%,2.6%
COc1ccc(NC(=S)N(Cc2ccccn2)Cc2ccccc2Cl)cc1,-1.2%,17.3%,5.3%

# New compounds follow.
mol,FEN1 inh,N370S GC,TDP1 inh
COc1ccc(C)cc1N(CC(=O)NCCSCc1cccc(Cl)c1)S(C)(=O)=O,12.3%,-3.7%,nt
Nc1nc(SCc2nnc(SCC(=O)O)n2-c2ccccc2)nc2sc3c(c12)CCCC3,-17.2%,-2.1%,0.0%
Cc1ccc(C(=O)Oc2cccc(NC(=O)c3ccco3)c2)cc1S(=O)(=O)N1CCC(C)CC1,-15.7%,20.2%,1.8%
O=C(NC(=S)Nc1ccccc1Br)c1ccc2c(c1)OCO2,10.5%,2.1%,2.6%
Cc1ccc(NC2CCCN(C(=O)c3cnsn3)C2)cc1C (stereo not given),2.1%,-17.8%,4.0%
CN(C)C(=O)Nc1ccc(F)cc1F,-13.6%,-1.8%,-2.0%
COc1ccc(S(=O)(=O)C(C#N)c2nc3ccccc3nc2N2CCCC(C)C2)cc1 (stereo not given),?,14.0%,11.4%
COc1cc(NC(=O)c2ccccc2F)c(OC)cc1NC(=O)CN1CCCCC1,-0.4%,-9.7%,6.5%
Cc1cc(NC(=O)CCCN2C(=O)c3cccc4cccc(c34)C2=O)no1,10.0%,4.7%,2.5%
CCn1c(-c2ccc(N(C)C)cc2)nc2ccccc21,8.6%,-12.9%,5.8%
CS(=O)(=O)N(CC(=O)NCc1ccccc1Cl)Cc1ccccc1,-5.4%,4.6%,2.2%
C=CCOc1cc(OC)c(OC)c(OC)c1,16.9%,-4.4%,nt
Cc1cccnc1NC(=O)c1cc2c(=O)oc3ccccc3c2s1,0.3%,2.7%,2.3%
O=C(CN1CCc2ccccc2C1)Nc1ccccc1F,-2.9%,1.5%,3.4%
CCCOCC(O)CC(Cc1ccccc1)C(=O)NN (stereo not given),-10.2%,7.3%,nt
O=C(COC(=O)c1cccc(Cl)c1)NC(=O)NCc1ccccc1,-0.5%,nt,-0.8%
O=C(NCCc1ccc(F)cc1)c1coc(=O)c(Br)c1,13.2%,4.2%,nt
N#C/C(=C\c1c(N2CCC(C(N)=O)CC2)nc2ccccn2c1=O)S(=O)(=O)c1ccccc1,4.8%,23.7%,6.0%
CCCN(/C=N/c1sc2c(c1C#N)CCCCC2)CCC,-0.5%,-8.3%,7.7%
On1nnc2ccc3ccccc3c21,1.0%,0.7%,5.1%
Cc1nc2ccccc2n1CC(O)COCC1CC=CCC1 (stereo not given),-3.3%,-7.5%,6.8%
COc1ccc(/C=C2\SC(=S)N(N3CCOCC3)C2=O)c(OC)c1,-1.1%,12.3%,nt
O=C(CN1CCOCC1)Nc1ccc(OC(F)(F)F)cc1,4.7%,-6.8%,nt
COc1cc(OC)cc(C(=O)Nc2cc(-c3cn4cccnc4n3)ccc2C)c1,-3.5%,13.4%,-0.6%
CCCn1ncc(/C=N/O)c1C,0.3%,2.0%,nt

# Structural class, the compounds so far containing an aryl thioether with sulfur outside any ring
mol,FEN1 inh,N370S GC,TDP1 inh
O=C(CSc1ncnc2sccc12)Nc1ccccc1,-5.0%,4.2%,-10.0%
CCn1c(SCC(=O)N(C(C)C)C(C)C)nnc1-c1cc2ccccc2cc1O,-11.6%,-6.9%,?
CSc1sc(C(=O)Nc2ccc(F)cc2F)c2c1C=CCC2,12.5%,4.0%,nt
CSc1ccc(CCNC(=O)Cn2ncc3c(=O)oc4ccccc4c32)cc1,2.5%,nt,3.8%
CC(=O)c1ccc(NC(=O)CSc2nnc(Cn3c(=O)sc4ccccc43)n2C)cc1,1.2%,-3.3%,2.6%
Nc1nc(SCc2nnc(SCC(=O)O)n2-c2ccccc2)nc2sc3c(c12)CCCC3,-17.2%,-2.1%,0.0%

# Further entries follow:
mol,FEN1 inh,N370S GC,TDP1 inh
COc1ccc2nc(/C=N/NC(=O)[C@H](C)NC(=O)OC(C)(C)C)ccc2c1,nt,3.5%,3.4%
Cc1ccc(C(=O)c2ccc(C)cc2)cc1,-2.4%,21.7%,-2.9%
COCc1[nH]nc2c1C(c1cc(OC)c(O)c(OC)c1)C(C#N)=C(N)O2 (stereo not given),12.4%,11.2%,3.8%
Cc1cc(C(=O)NCc2ccccc2Cl)c2ccccc2n1,-3.2%,2.4%,5.2%
COC(=O)c1ccc(NC(=O)COc2ccc([N+](=O)[O-])cc2)cc1,8.3%,14.2%,0.6%
Cc1cnc(CN(C)Cc2nc(Cc3cccc(C(F)(F)F)c3)no2)[nH]1,0.0%,-7.0%,3.6%
Cc1nc([N+](=O)[O-])c(Br)n1Cc1ccc(Cl)c(Cl)c1,-4.8%,-4.4%,0.0%
CN(CC(=O)Nc1ccc(F)cc1)C(=O)c1cc([N+](=O)[O-])ccc1N1CCOCC1,-3.4%,?,nt
CC(C#N)N1CCN(S(=O)(=O)c2ccc3c(c2)CCC3)CC1 (stereo not given),5.3%,nt,-0.2%
Cc1cc(-c2cc(C(=O)NCc3ccccc3)on2)nc(NCC2CC2)n1,-5.0%,-7.0%,1.2%
COc1ccc(NC(=O)C2(c3cccs3)CCOCC2)cc1,16.3%,-7.0%,-1.2%
CCCc1nc(NCc2ccc3c(c2)OCO3)c2nnn(Cc3ccccc3Cl)c2n1,1.4%,2.6%,0.2%

# Rows are unselected. Share with any hit: about 0.53%.
